From PubChem BioAssay
L3MBTL1 inh: inhibitors of human L3MBTL1. 230,000 tested, 0.66% active. Q9Y468. AlphaScreen L3MBTL1–H3K9me1 peptide binding. Potency, µM (series often up to 57.1 µM), inactives show at the highest dose activity, negative = inhibition, most hits filed as inhibitors; active = well fitted inhibition curve with a large enough effect; inconclusive = small, poorly fitted or top-dose-only effect; inactive = no such curve, though single readings can be large or run the other way; note: nearly all actives have a fitted effect of over 60% in size
Target sequence (Q9Y468 whole entry, looked up): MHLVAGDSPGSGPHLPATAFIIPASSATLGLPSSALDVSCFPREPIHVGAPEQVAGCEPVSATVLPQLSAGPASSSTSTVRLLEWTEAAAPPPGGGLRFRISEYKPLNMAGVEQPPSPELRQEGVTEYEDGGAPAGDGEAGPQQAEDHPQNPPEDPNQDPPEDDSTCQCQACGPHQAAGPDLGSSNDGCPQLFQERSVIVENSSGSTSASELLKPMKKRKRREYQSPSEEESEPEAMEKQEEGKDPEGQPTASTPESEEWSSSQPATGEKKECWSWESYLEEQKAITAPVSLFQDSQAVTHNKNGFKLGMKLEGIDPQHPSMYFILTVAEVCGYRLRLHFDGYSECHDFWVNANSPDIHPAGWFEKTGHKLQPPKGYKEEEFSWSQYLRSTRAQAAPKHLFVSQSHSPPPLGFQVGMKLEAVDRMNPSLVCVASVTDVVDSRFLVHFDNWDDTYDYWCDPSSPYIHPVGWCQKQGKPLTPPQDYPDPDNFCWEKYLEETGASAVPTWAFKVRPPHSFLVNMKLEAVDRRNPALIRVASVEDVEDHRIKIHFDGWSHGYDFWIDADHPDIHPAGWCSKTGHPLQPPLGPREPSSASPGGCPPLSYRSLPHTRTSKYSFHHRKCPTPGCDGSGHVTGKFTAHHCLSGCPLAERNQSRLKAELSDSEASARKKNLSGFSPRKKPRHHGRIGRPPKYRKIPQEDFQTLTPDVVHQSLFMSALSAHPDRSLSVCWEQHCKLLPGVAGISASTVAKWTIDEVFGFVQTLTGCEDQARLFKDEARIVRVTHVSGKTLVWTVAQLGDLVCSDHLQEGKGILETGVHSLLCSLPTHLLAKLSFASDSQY
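Read-out is AlphaScreen signal from streptavidin donor and nickel chelate acceptor beads (10 ug/mL final each) bridging L3MBTL1 (50 nM) and biotinylated K9-monomethylated H3(1-15) peptide (75 nM), after 30 min compound exposure at room temperature.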
Numbers without * were called inactive; ? = inconclusive; [ ] = dose if it differs, or a comment. % is set by controls: 0 for no effect and ±100 for the full control effect; potency is the fitted concentration of half-maximal effect.

SMILES	L3MBTL1 inh
COc1ccc(S(=O)(=O)N2CCCCCC2)cc1NC(=O)c1ccccc1F	0%
Cc1ccc(NC(=O)CCc2nc3sc4c(c3c(=O)[nH]2)CCCC4)c(Br)c1	-27%
CN(CC(=O)Nc1cccc(F)c1)C(=O)c1ccc(C(=O)c2ccccc2)cc1	-3%
COc1ccc(C(CNc2ccc(S(=O)(=O)N3CCN(C)CC3)cc2[N+](=O)[O-])N(C)C)cc1 (centres undefined)	-3%
CC(C)(C)OC(=O)N1CCC(NC(=O)c2[nH]cnc2C(=O)Nc2cccc(Cl)c2)CC1	-4%
O=C(COc1coc(CN2CCc3ccccc32)cc1=O)Nc1cccc(F)c1	-6%
CCc1ccc(NC(=O)COc2coc(CN3CCN(c4ccccc4)CC3)cc2=O)cc1	-2%
O=C(COC(=O)c1cc(Br)ccc1O)NNC(=O)c1ccc([N+](=O)[O-])cc1	-8%
CCN1CCN(c2ccc(S(=O)(=O)N3CCCCC3)cc2NC(=O)c2ccc(OC(F)F)cc2)CC1	-5%
O=C(CSc1nccn1-c1cccc(F)c1)NC1CCCC1	1%

Taken from above:
CCN1CCN(c2ccc(S(=O)(=O)N3CCCCC3)cc2NC(=O)c2ccc(OC(F)F)cc2)CC1 @ L3MBTL1 inh = -5%
O=C(COC(=O)c1cc(Br)ccc1O)NNC(=O)c1ccc([N+](=O)[O-])cc1 @ L3MBTL1 inh = -8%
CN(CC(=O)Nc1cccc(F)c1)C(=O)c1ccc(C(=O)c2ccccc2)cc1 @ L3MBTL1 inh = -3%
O=C(COc1coc(CN2CCc3ccccc32)cc1=O)Nc1cccc(F)c1 @ L3MBTL1 inh = -6%

Other entries
SMILES	L3MBTL1 inh
COc1ccccc1C(=O)NC(CCSC)C(=O)NCCCn1nc(C)cc1C (centres undefined)	-6%
COc1ccc(NC(=O)CN(C)C(=O)c2cccc(S(=O)(=O)Nc3ccc(OC)cc3)c2)cc1	0%
COc1ccc(NS(=O)(=O)c2cccc(C(=O)N/N=C/c3ccccc3OC)c2)cc1	-8%
CCN(CC)c1ccc(C(=O)NNC(=O)CN2C(=O)NC3(CCCCC3)C2=O)cc1	-8%
Cc1cccc(Nc2cc(C)nc3ccccc23)c1	-5%
O=C1/C(=C/c2cccnc2)Cc2ccc(Cl)cc21	-9%
Cc1ccc2nc3n(c(=O)c2c1)-c1cc(Cl)ccc1C(=O)NC3Cc1ccc(O)cc1 (centres undefined)	-3%
CC1(C)NC(=O)N(CC(=O)N2CCCC(C(F)(F)F)C2)C1=O (centres undefined)	3%
CC(C)CN(C(=O)COC(=O)Cc1ccc(Cl)cc1)c1c(N)n(Cc2ccccc2)c(=O)[nH]c1=O	1%
COc1cc(/C=C2\SC(=S)N(CCC(=O)Nc3ccccc3O)C2=O)cc(OC)c1OC	-1%
O=C(Nc1ccc(N2CCOCC2)c(S(=O)(=O)Nc2ccc(Cl)cc2)c1)c1ccc(=O)[nH]n1	?
CCn1c(=NC(=O)CS(=O)(=O)c2ccc(C)cc2)sc2cccc(OC)c21	0%
CC(C)(C)c1ccc(OCCNCc2ccccc2)cc1	9%
O=C(CC1OC(=O)c2ccccc21)NNC(=O)c1ccc(F)cc1 (centres undefined)	-1%
CCOc1ccc(NC(=O)c2cccc(NC(C)=O)c2)cc1S(=O)(=O)N1CCCC1	2%
COC(=O)C1CCN(C(=O)CN2C(=O)NC(CC(C)C)C2=O)CC1 (centres undefined)	2%
CC1(C)CC(NC(=O)c2cc(S(=O)(=O)N3CCOCC3)ccc2Cl)CC(C)(C)N1	5%
O=C(CNS(=O)(=O)c1ccccc1)N/N=C/c1ccncc1	4%
CC1(c2ccc(Cl)cc2)NC(=O)N(CC(=O)N2CCc3ccccc32)C1=O (centres undefined)	1%
COc1ccc2[nH]c3c(c2c1)CCN1C(=O)C(CC(=O)NCCN2CCOCC2)C[C@H](C(=O)N2CCOCC2)[C@@]31C (some centres undefined)	-6%
Cc1ccc(S(=O)(=O)N2CCC(C(=O)Nc3cccnc3)CC2)cc1	7%
O=C(NC1CCCC1)c1cc2c(=O)n3ccccc3nc2s1	4%
C[C@H](CO)N1C[C@H](C)[C@@H](CN(C)Cc2ccc(C(=O)O)cc2)Oc2c(NS(=O)(=O)c3ccccc3)cccc2C1=O	5%
Cc1ccc(C(=O)C(C)OC(=O)Cc2n[nH]c(=O)c3ccccc23)cc1C (centres undefined)	-4%
O=C(CCC(=O)N1CCN(S(=O)(=O)c2ccccc2Cl)CC1)c1ccccc1	2%
O=C(NC1CCCCCC1)c1ccc([N+](=O)[O-])s1	-10%
O=c1oc(-c2ccc(Br)cc2)nc2ccccc12	4%
CN(C(=O)COC(=O)c1ccc(S(=O)(=O)N2CCOCC2)cc1)c1ccccc1	-2%
CCn1ccnc1C(O)c1cccc2ccccc12 (centres undefined)	-6%
Cn1nnnc1Sc1ncnc2scc(-c3ccsc3)c12	28%
CC(C)C[C@@H](C(=O)NC1CC1)N1C(=O)N2CCc3c([nH]c4ccccc34)[C@@]2(C)C1=O	-10%
CCCCN(C(C)=O)c1ccc(S(=O)(=O)NC2=NCCCCC2)cc1NC(C)=O	4%
CC(=O)Nc1ccc(SC[C@H](Cc2ccccc2)N2CC[C@@H](C)CCC2=O)cc1	-12%
O=C(c1cc(S(=O)(=O)N2CCOCC2)ccc1F)N(CCc1ccccc1)Cc1ccccc1	-1%
O=S(=O)(NCCc1ccccn1)c1cc(Cl)cc(Cl)c1O	3%
O=C(COC(=O)c1cc([N+](=O)[O-])ccc1NCCO)Nc1cccc(S(=O)(=O)N2CCCC2)c1	-11%
CCC(=O)Nc1ccc(NC(=O)CCc2ccccc2)cn1	-6%
CC(=O)Nc1ccc(S(=O)(=O)N(C)CC(=O)OCC(=O)N(C)C2CCS(=O)(=O)C2)cc1 (centres undefined)	-6%
CC(=O)c1ccc2oc3ccccc3c(=O)c2c1	0%
CCCC(C)C(=O)Nc1cc(S(=O)(=O)N2CCCCC2)ccc1N1CCOCC1 (centres undefined)	2%
COc1ccc(NC(=O)c2cccnc2)cc1	-1%
Cn1c(SCc2cccc(Br)c2)nnc1-c1ccncc1	-5%
COC(=O)c1cc(S(=O)(=O)Nc2cccc(C)c2C)cn1C	-2%
CC(=O)NC12CC3CC(C1)CC(C(=O)OCC(=O)c1cc(C)n(C)c1C)(C3)C2	-1%
COc1ccc(NC(=O)COC(=O)c2ccc(-n3nc(C)cc3C)cc2)cc1OC	-1%
Cc1cc(C)c(C)c(OCCn2ccnc2)c1	-12%
Cc1ccc(C(=O)CCC(=O)Nc2ccccc2C)cc1C	-4%
O=C(CSc1nnc2ccc(-c3ccc(Br)cc3)nn12)NCC1CCCO1 (centres undefined)	10%
COc1ccc(Cl)cc1C(=O)OCC(=O)c1ccc[nH]1	-1%
COc1ccc(CC(=O)N2CCN(c3cccc(Cl)c3)CC2)cc1OC	-1%

(further entries)
SMILES	L3MBTL1 inh
O=S1(=O)CCOC[C@H](c2ccccc2)N1Cc1ccccc1	9%
Cc1ccc(C(=O)OCC(=O)NCc2ccco2)cc1C	-9%
CCCn1c(N)c(C(=O)CN(C)CC(=O)Nc2cc(C)ccc2C)c(=O)[nH]c1=O	2%
CC[C@]12c3[nH]c4ccc(OC)cc4c3CCN1C(=O)C(CC(=O)NC/C=C(\C)CCC=C(C)C)C[C@@H]2C(=O)N1CCN(C(=O)C2CC2)CC1 (some centres undefined)	-9%
COc1ccc(OC)c(C(=O)COC(=O)c2ccc([N+](=O)[O-])o2)c1	-19%
COc1ccc(C2(C(=O)NCCc3ccccc3)CCCC2)cc1	3%
CCCNC(=O)C(Cc1ccc(I)cc1)NC(=O)c1ccc(C#N)cc1 (centres undefined)	3%
COc1ccc(C2=C/C(=C\c3ccccc3OC(C)=O)C(=O)O2)cc1	2%
COC(=O)C1=CN(Cc2ccc(F)cc2)C=C(C(=O)OC)C1c1cc(OC)c(OC)c(OC)c1	30%[activator]
COc1ccc(/C=N/Nc2nc(C)cc(-c3ccccc3)n2)c(OC)c1	-5%

Reprinted from the part before: two entries, followed by the next part.
SMILES	L3MBTL1 inh
COC(=O)C1=CN(Cc2ccc(F)cc2)C=C(C(=O)OC)C1c1cc(OC)c(OC)c(OC)c1	30%[activator]
COc1ccc(/C=N/Nc2nc(C)cc(-c3ccccc3)n2)c(OC)c1	-5%
CS(=O)(=O)c1cccc(C(=O)OCC(=O)c2ccc3c(c2)OCCO3)c1	-10%
COc1ccc(N2CCN(C(=O)C3Cc4ccccc4CN3C(=O)c3ccco3)CC2)cc1 (centres undefined)	-3%
CN(C)S(=O)(=O)c1ccc(C(=O)NN2C(=O)NC3(CCCCC3)C2=O)cc1	3%
COc1ccc(Cl)cc1NC(=O)CN(C)CC(=O)N1CC(=O)Nc2ccccc21	-3%
CNCc1c(OCc2ccccc2)ccc2ccccc12	3%
CC12CCC(=O)N1C(C(=O)Nc1nc3ccc(F)cc3s1)CS2 (centres undefined)	-1%
COc1ccc(C(=O)OCC(=O)NCC2CCCCC2)c(OC)c1	3%
COc1ccccc1C(CNC(=O)CNC(=O)c1ccc(C)c(C)c1)N1CCCC1 (centres undefined)	1%
O=C(C1CCN(S(=O)(=O)c2c(Cl)cccc2Cl)CC1)N1CCCC1	25%
O=C1CN(S(=O)(=O)c2ccccc2Cl)CCN1	-11%

2 entries picked at random from those above, as already listed:
SMILES	L3MBTL1 inh
O=C(C1CCN(S(=O)(=O)c2c(Cl)cccc2Cl)CC1)N1CCCC1	25%
CS(=O)(=O)c1cccc(C(=O)OCC(=O)c2ccc3c(c2)OCCO3)c1	-10%

Further compounds follow.
SMILES	L3MBTL1 inh
Cc1cc(NS(=O)(=O)c2ccc(NC(=O)C(F)(F)F)cc2)nc(C)n1	11%
CCN1C(=S)N[C@@H](c2cccc(F)c2)C(C(=O)OC)=C1C	7%
Cc1sc(NC(=O)C2=COCCO2)nc1-c1ccc(F)cc1	-4%
C[C@H](NC(=O)c1ncn(C)c1C(=O)N[C@@H](C)c1ccccc1)c1ccccc1	2%
O=C(NCCc1ccccc1)C(=O)NCCC1CCCCN1S(=O)(=O)c1cccs1 (centres undefined)	-10%
COc1ccc(C(=O)CCC(=O)Nc2ccc(Cl)cc2)cc1	6%
CCN(CC(=O)Nc1c(F)cccc1F)C(=O)c1ccccn1	2%
CC(C)OCCCNC(=O)c1cc(S(=O)(=O)N2CCCCC2)c[nH]1	1%
COc1ccc(S(=O)(=O)N(C)C[C@H]2Oc3ccc(NC(=O)Nc4ccc(C(F)(F)F)cc4)cc3C(=O)N([C@H](C)CO)C[C@@H]2C)cc1	-5%
O=C(COC(=O)C1CCC1)Nc1ccc(Cl)cn1	23%
Cc1ccsc1C(=O)NNC(=O)COc1ccc(Br)cc1	2%
CC(C(=O)N(C)Cc1cccc(F)c1)N1CCN(S(=O)(=O)c2ccc3c(c2)OCCCO3)CC1 (centres undefined)	6%
Cc1nc(N2CCN(c3ccc(Cl)cc3)CC2)[nH]c(=O)c1C	0%
CCN(C[C@H]1N[C@@](Cc2ccccc2)(C(=O)OC)[C@H]2C(=O)N(Cc3ccccc3)C(=O)[C@@H]12)C(=O)c1ccc(C)cc1	5%
CC(C)(C)c1ccccc1NC(=O)CN1C(=O)NC2(CCCCCC2)C1=O	4%
CC[C@@H]1C=C(C(=O)O)[C@H](c2ccc(C)cc2)N1S(=O)(=O)c1ccc(C)cc1	10%
Cc1cc(C(=O)O)ccc1-n1c(C)cc(/C=C2\SC(=O)NC2=O)c1C	-16%
Cc1cccc([N+](=O)[O-])c1NC(=O)COC(=O)C1CCCO1 (centres undefined)	-6%
CCN(CC)CCNc1oc(-c2ccccc2)nc1S(=O)(=O)c1ccccc1	-10%
O=C(O)C1=CC[C@@H](c2ccc(Cl)cc2)N(S(=O)(=O)c2ccc(Cl)cc2)[C@H]1c1ccccc1	9%
CC(=O)Nc1nc(-c2cccc3ccccc23)cs1	-4%
Cc1ccc[n+](CC(=O)c2ccc(Cl)cc2)c1	2%
COc1ccccc1NS(=O)(=O)c1cc(NC(=O)c2ccccc2[N+](=O)[O-])ccc1N1CCOCC1	-4%
CC(=O)c1c(C)[nH]c(C(=O)NNC(=O)COc2cc(C)ccc2C(C)C)c1C	-2%
CN(C)CCN1C(=O)c2ccccc2C1=O	4%
Cc1nnc(SCC(=O)c2c(N)n(C3CC3)c(=O)[nH]c2=O)n1C	5%
COc1ccc(NC(=O)C2CCC2)cc1S(=O)(=O)N1CCOCC1	-1%
Cc1nc(SC(C)C(=O)c2c(N)n(C)c(=O)n(C)c2=O)c2c(C)c(C)sc2n1 (centres undefined)	-7%
CSCCC(NC(=O)c1ccco1)C(=O)N(C)CC(=O)Nc1ccccc1Br (centres undefined)	-2%
CC(Sc1nc2ncc(Cl)cc2[nH]1)C(=O)c1c(N)n(C)c(=O)n(C)c1=O (centres undefined)	4%

Another view of some results above.
L3MBTL1 inh	Compound
-2%	CSCCC(NC(=O)c1ccco1)C(=O)N(C)CC(=O)Nc1ccccc1Br (centres undefined)
4%	CC(Sc1nc2ncc(Cl)cc2[nH]1)C(=O)c1c(N)n(C)c(=O)n(C)c1=O (centres undefined)

More compounds follow:
SMILES	L3MBTL1 inh
Nc1ncnc2c1ncn2[C@@H]1O[C@H](CNCc2ccccc2OC2OC(CO)C(O)C(O)C2O)[C@@H](O)[C@H]1O (some centres undefined)	-3%
COc1ccc(CNc2ccc3c(c2)ncn3C)cc1OC	3%
N#CCCN(C(=O)COC(=O)CCC(=O)c1ccc(F)cc1)c1ccccc1	-3%
CCc1cc(=O)oc2cc(C)cc(OCC(=O)NC(Cc3c[nH]c4ccc(O)cc34)C(=O)O)c12 (centres undefined)	0%
O=C1CCN(CCc2ccccc2)CCN1[C@H](COc1ccccc1)Cc1ccccc1	-19%
CCN1C(=O)[C@@H]2[C@@H](c3ccc(-c4ccc5c(c4)OCO5)cc3)N3CCCC[C@@]3(C(=O)OC)[C@@H]2C1=O	-2%

These rows are one share of the data. The share of hits here may be higher or lower than overall.
